Bioassay records: PubChem, several laboratories
NOD2-RIPK2 inh: NOD2-RIPK2 protein interaction inhibition | inhibition, % at 4.98 µM | actives 0.38% (n = 360,000) | CHO BLA complementation NOD2-RIPK2, CCF4 ratio | O43353; in the data active = inhibition above about 21%;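 also: 0% = vehicle only and 100% = reference blocker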
Target sequence (O43353 whole entry, looked up): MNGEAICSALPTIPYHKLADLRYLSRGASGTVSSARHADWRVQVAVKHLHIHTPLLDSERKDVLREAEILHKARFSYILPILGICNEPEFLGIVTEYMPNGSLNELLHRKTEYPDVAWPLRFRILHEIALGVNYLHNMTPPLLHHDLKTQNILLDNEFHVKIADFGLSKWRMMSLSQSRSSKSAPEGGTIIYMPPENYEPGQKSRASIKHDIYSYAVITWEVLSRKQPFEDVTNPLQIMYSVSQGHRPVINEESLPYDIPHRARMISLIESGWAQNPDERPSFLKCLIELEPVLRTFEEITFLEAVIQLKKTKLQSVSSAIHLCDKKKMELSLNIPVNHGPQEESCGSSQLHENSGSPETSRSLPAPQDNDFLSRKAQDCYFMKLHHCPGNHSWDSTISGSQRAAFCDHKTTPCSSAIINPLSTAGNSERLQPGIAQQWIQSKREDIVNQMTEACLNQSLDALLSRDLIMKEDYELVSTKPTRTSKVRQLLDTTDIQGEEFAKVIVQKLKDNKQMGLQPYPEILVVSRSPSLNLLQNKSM
Vif imaging: blocks HIV Vif function | HEK293T cells, Vif self-association by quenched fluorescence, imaging, 24 h | inhibition, % at 7.49 µM | actives 0.35% (n = 340,000); in the data active = inhibition above about 50%, passing the limit was not always enough; inconclusive = no clear call, values can overlap the other calls; inactive = below about 31%; also: some results filed as inactive read as strong as hits
MC4R ag barr: agonists of human melanocortin 4 receptor (MC4R) beta-arrestin | activation, % at 8.9 µM | U2OS MC4R beta-arrestin complementation, luminescence; percent of melanotan II response, DMSO zero | actives 0.98% (n = 360,000);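 active = activation above a per-plate cutoff, the mean activation of sample wells on that plate plus 3 SD, cut at about 8% in these data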
Target sequence (P32245 whole entry, looked up): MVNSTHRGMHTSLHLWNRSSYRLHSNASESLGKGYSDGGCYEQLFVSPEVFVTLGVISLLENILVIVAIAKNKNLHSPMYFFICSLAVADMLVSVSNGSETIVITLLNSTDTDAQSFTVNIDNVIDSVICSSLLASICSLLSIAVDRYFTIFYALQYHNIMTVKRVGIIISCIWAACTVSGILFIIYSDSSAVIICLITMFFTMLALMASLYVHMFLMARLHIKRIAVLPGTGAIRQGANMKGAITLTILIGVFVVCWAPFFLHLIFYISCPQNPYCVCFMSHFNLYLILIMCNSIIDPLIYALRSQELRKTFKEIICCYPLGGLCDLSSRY
ABCB6 inh 2: blocks the human ABCB6 transporter; AID 602162; fluorescence ratio to DMSO, % at 10 µM; K562-ABCB6 porphyrin accumulation, flow cytometry, 1 h; stronger effect = lower value; Q9NP58; actives 0.19% (n = 360,000);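 active = fluorescence ratio to DMSO below 75%, the collection mean minus 3 SD; inconclusive = too few cells collected in the well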;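 also: signal is porphyrin accumulated inside mitochondria; 100% equals median channel fluorescence of DMSO control wells; lower ratio means ABCB6 inhibition with less porphyrin fluorescence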
Exocytosis inh: lytic granule exocytosis inhibition. TALL-104 LAMP-1 surface exposure, flow cytometry; cells stimulated with thapsigargin and PMA. inhibition, % at 10 µM. actives 0.66% (n = 360,000). AID 651702;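 active = inhibition above about 55%, limit read from the data; inconclusive = no clear call, values can overlap the other calls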
MC4R antag cAMP: human MC4R antagonism in cAMP assay. P32245. MC4R-expressing cells, MTII-stimulated cAMP, LANCE TR-FRET. inhibition, % at 6.5 µM. actives 0.48% (n = 360,000). AID 540295;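 active = inhibition above its plate's cutoff, the mean of tested wells on that plate plus 3 SD, cut at about 29% in these data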;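 also: 0% = Melanotan II alone and 100% = Melanotan II plus saturating MCL0020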
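Material – human MC4R-expressing U2OS cells · Repeats – no replicates · Detection – TR-FRET with Eu-cAMP and labeled anti-cAMP, 671 nm · Times – compound 30 min, challenge 1 h, detection 1 h · Compound – single nominal compound dose of 6.5 µM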
N-glyco inh: blocks N-linked glycosylation in D54 reporter cells. actives 0.23% (n = 360,000). reporter increase, % at 12.5 µM. D54 ERlucT glycosylation luciferase reporter, 24 h; percent of 100 nM tunicamycin response;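 active = mean luciferase reporter signal, scaled so untreated is 0 and the glycosylation-blocking control 100, at or above a set limit in every replicate; inconclusive = mean reaches the limit but not every replicate does; inactive = mean below the limit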;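 also: luciferase carries N-glycosylation sites so blocking glycosylation raises the light; 0% = median of neutral control wells and 100% = median of 100 nM tunicamycin wells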
aDG glyco up: alpha-DG glycosylation activation; Pro5-aDG cells, alpha-DG glycosylation AlphaScreen (IIH6); 0% Pro5, 100% B10-LARGE cell signal; activation, % at 10 µM; actives 0.22% (n = 360,000);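 active = activation of at least 8% versus controls, or a plate z-score of at least 8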;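 also: Pro5 are CHO cells carrying HIG-tagged alpha-DG that lacks glycosylation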
TLR9-MyD88 inh: inhibitors of human TLR9-MyD88 binding. Q9NR96+Q99836. CHO BLA complementation TLR9-MyD88, CCF4 FRET ratio. inhibition, % at 4.98 µM. actives 0.21% (n = 340,000);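 active = inhibition above the mean over all tested compounds plus 3 SD, cut at about 21% in these data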;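 also: 0% = DMSO only wells and 100% = clavulanate BLA inhibitor control wells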
ABHD5-PLIN5 inh: inhibitors of human ABHD5-perilipin-5 interaction | Q00G26+Q8WTS1 | Split G. princeps luciferase complementation, luminescence, 4 h | inhibition, % at 4 µM | actives 0.78% (n = 360,000);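 active = inhibition above the mean inhibition across every tested compound plus 3 SD, cut at about 22% in these data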;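 also: 0% = DMSO only wells and the 100% control is not disclosed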
An asterisk follows results filed as active; ? = inconclusive; nt = no result given.

SMILES	NOD2-RIPK2 inh	Vif imaging	MC4R ag barr	ABCB6 inh 2	Exocytosis inh	MC4R antag cAMP	N-glyco inh	aDG glyco up	TLR9-MyD88 inh	ABHD5-PLIN5 inh
CCOC(=O)C1=C(C)NC(=S)N(C=O)C1c1ccccc1 (configuration not stated)	6	0	-2.5	93	-2	8	0	0.2	-6	-4
O=C1CCCN1CCCNc1nc(NCc2ccccc2)nc2ccsc12	-18	nt	3.1	98	-6	-1	38*	0.7	nt	-3
CC(C)OC(=O)NC(C)(C)COC(=O)Nc1cccc(Cl)c1	-6	-4	1.2	97	13	-1	-1	0.1	4	-4
CCOC(=O)NC(Nc1ncccn1)(C(F)(F)F)C(F)(F)F	-7	2	-1.8	98	-1	0	1	-0.2	2	-5
CC(Sc1nnc(C(C)Oc2ccc(F)cc2)o1)C(=O)NCc1ccc2c(c1)OCO2 (configuration not stated)	-2	-4	2.1	95	-1	14	0	0.0	-8	-9
CCCC(=O)Nc1cc(S(=O)(=O)N(CC)CC)ccc1Cl	-12	-3	-1.1	90	-7	3	0	-0.1	-1	0
CC(C)Cn1cnc2c(SCc3ccccc3F)nc(N)nc21	2	-5	-2.4	86	-3	-4	-1	0.3	2	5
O=C(N/N=C/c1cc(Br)cc(Br)c1O)c1cccc(S(=O)(=O)N2CCOCC2)c1	-7	?	-0.2	94	8	-3	0	-0.3	-2	9
CCC(NC(=O)NCCCn1ccnc1)(C(F)(F)F)C(F)(F)F	8	-1	3.2	105	0	1	0	-0.1	0	-3
Cc1ccc2cc(C=O)c(Cl)nc2c1	5	3	1.3	97	6	25	5	-0.4	13	2
CCN(CC)c1ccc(NC(=O)COC(=O)Cc2ccsc2)cc1	0	-2	-2.0	100	0	10	5	0.1	-8	-4
Cc1ccc(S(=O)(=O)N(C)CC(=O)OCC(=O)NC(=O)NC(C)C)cc1	-12	-5	-3.1	100	1	29*	1	-0.2	-8	-1

The closing 3 entries of the part above lead into the next.
SMILES	NOD2-RIPK2 inh	Vif imaging	MC4R ag barr	ABCB6 inh 2	Exocytosis inh	MC4R antag cAMP	N-glyco inh	aDG glyco up	TLR9-MyD88 inh	ABHD5-PLIN5 inh
Cc1ccc2cc(C=O)c(Cl)nc2c1	5	3	1.3	97	6	25	5	-0.4	13	2
CCN(CC)c1ccc(NC(=O)COC(=O)Cc2ccsc2)cc1	0	-2	-2.0	100	0	10	5	0.1	-8	-4
Cc1ccc(S(=O)(=O)N(C)CC(=O)OCC(=O)NC(=O)NC(C)C)cc1	-12	-5	-3.1	100	1	29*	1	-0.2	-8	-1
O=C(Nc1ccc2c(c1)Cc1ccccc1-2)c1cccnc1	-1	-4	0.8	95	-5	1	-1	0.3	11	0
COc1ccc(N(C(=O)CSCC(=O)Nc2cc(C)on2)C(C(=O)NC2CCCCC2)c2ccc(O)c(O)c2)cc1 (configuration not stated)	-8	-1	-1.9	97	1	1	-1	-0.1	8	-1
Cc1ccn2c(=O)nc(SCC(=O)N3N=C(c4cccs4)CC3c3ccc(F)cc3)nc2c1 (configuration not stated)	0	-2	-1.3	97	-6	0	-4	-0.3	-5	4
Cc1c(CC(=O)O)c(=O)oc2c(C)c3occ(-c4ccc(Br)cc4)c3cc12	4	-3	0.1	92	26	27	-2	-0.2	4	5
CCCNC(=S)N1CCC(C(=O)c2ccc(Cl)cc2)CC1	-6	16	-3.3	106	-1	5	-1	0.4	-4	5
C=CCOc1ccc2c(c1)C(=NO)c1cc(OCC=C)ccc1-2	-4	-11	7.9	99	14	10	3	0.3	15	-2
CCC(=O)NCCc1nc2cc(NC(=O)COc3ccccc3)ccc2n1C	-1	-2	-0.8	98	-8	-1	-1	0.0	3	-4
O=C(CN1CCS(=O)(=O)CC1)N/N=C/c1cccc(C(F)(F)F)c1	1	1	1.3	100	-1	5	1	-0.2	-11	5
CC1=CC(C)(C)N(C(=O)CSc2nnc(C)s2)c2ccc(C)cc21	-1	-11	1.1	98	8	15	-2	0.2	-4	3
O=C(NCCCc1ccccc1)c1c(O)nc2sccn2c1=O	-1	-4	-1.4	97	-4	4	1	0.0	-13	-5
COCCNCc1ccc(C(C)C)cc1	-6	nt	-1.5	103	1	0	0	0.3	-5	-5
CCC1CCCCN1S(=O)(=O)c1ccc(C(=O)Nc2nnc(C3=COCCO3)o2)cc1 (configuration not stated)	-14	-6	-3.0	107	28	-1	2	0.5	-8	-4
CCc1ccc(CN(C)C(=O)c2cc(COc3cncc(Cl)c3)on2)cc1	2	nt	-0.1	96	0	-4	0	0.9	-1	-3
COCCn1c(SCC(=O)Nc2ccc(F)cc2F)nc2c([nH]c3ccccc32)c1=O	1	nt	-1.5	95	0	-1	nt	-0.2	2	3
Cc1n[nH]c(C)c1CN(C)C(=O)C1CCC(=O)N(CC2CCCCC2)C1 (configuration not stated)	-22	6	1.1	100	23	-3	0	-0.1	2	6
CN(C(=O)c1ccccc1)c1nccnc1C#N	-11	0	-0.1	98	-3	-2	2	-0.1	-6	4
C[C@@H]1CCCCCCCCC(=O)OCCN1C(=O)OC(C)(C)C	1	-3	8.2	99	-6	2	1	0.1	6	9
COc1ccc(C(CCNCc2ccccc2F)c2ccc(F)cc2)cc1 (configuration not stated)	-4	3	2.2	97	0	-3	-2	0.2	-4	8
CC(C)c1ccc(NC(=O)C2CCN(c3ncnc4c3nc3n4CCCCC3)CC2)cc1	3	-9	27*	97	-8	25	-2	0.3	-21	-4
CC(C)CCN(C(=O)c1ccc(Br)cc1)c1c(N)n(Cc2ccccc2)c(=O)[nH]c1=O	2	-2	-1.3	95	-1	4	3	0.6	3	6
CCCC(C)C(=O)Nc1nnc(C)s1 (configuration not stated)	-4	7	-0.7	104	6	-2	2	0.1	6	-1
O=C(Nc1ncc2c(n1)CC(c1ccco1)CC2=O)c1ccccc1 (configuration not stated)	-3	8	1.0	87	0	16	-1	-0.3	-3	3
CCN(C(=O)c1ccc2c(OC)n(CC)nc2c1)c1ccc(OC)cc1	2	-2	-0.3	94	6	12	0	-0.1	-1	-4
COc1ccc2[nH]c(=O)c3c(c2c1)OC(C)(C)C=C3	1	-4	0.5	95	4	-12	-8	1.9	9	-1

Structures listed above printed as active in MC4R antag cAMP:
SMILES	NOD2-RIPK2 inh	Vif imaging	MC4R ag barr	ABCB6 inh 2	Exocytosis inh	MC4R antag cAMP	N-glyco inh	aDG glyco up	TLR9-MyD88 inh	ABHD5-PLIN5 inh
Cc1ccc(S(=O)(=O)N(C)CC(=O)OCC(=O)NC(=O)NC(C)C)cc1	-12	-5	-3.1	100	1	29*	1	-0.2	-8	-1

Next section:
SMILES	NOD2-RIPK2 inh	Vif imaging	MC4R ag barr	ABCB6 inh 2	Exocytosis inh	MC4R antag cAMP	N-glyco inh	aDG glyco up	TLR9-MyD88 inh	ABHD5-PLIN5 inh
CC(C(=O)Nc1c2c(cc3c1CCC3)CCC2)N1CCCC1 (configuration not stated)	2	-6	-0.3	93	2	13	2	0.0	-5	4
O=C(Nc1cccc(-n2cccn2)c1)C1CCCN(Cc2ccccc2F)C1 (configuration not stated)	-19	-5	-3.0	103	0	5	2	0.5	-10	3
Cn1c(=O)n(Cc2ccco2)c(=N)c2c3c(sc21)CCCC3	0	2	-1.2	98	6	8	1	0.0	5	-4
CNS(=O)(=O)c1cccc(C(=O)NCC2(N3CCCCC3)CCCCC2)c1	-15	16	-0.7	99	7	-2	-3	0.0	-4	3
Cc1ccc(Oc2ncccc2/C=N/OCc2ccc(Cl)c(Cl)c2)cc1	-7	-4	-0.5	96	-1	9	1	-0.1	0	-6
CC1(c2nnnn2C2CCCCC2)CCC(=O)N1Cc1ccc2c(c1)OCO2 (configuration not stated)	-7	nt	nt	nt	-3	nt	nt	-0.2	nt	-1
COC(=O)c1sc(S(=O)(=O)N2CCCCC2C)c(C(=O)OC)c1C (configuration not stated)	-5	-1	0.1	99	2	2	-2	-0.2	-4	10
O=S(=O)(CCn1cccc1)CCn1cccc1	-4	18	0.3	88	1	1	0	0.3	-17	3
CC(OCC(O)CN1CCCCC1CCO)c1ccc(Cl)cc1 (configuration not stated)	4	-4	1.8	98	43	5	1	0.0	1	-8
N#C/C(=C\c1c[nH]c2ccc(Br)cc12)c1ccccn1	5	-2	3.5	102	1	13	10	-0.2	-3	-10
CN1C(=O)c2ccccc2Sc2ccc(NC(=O)N3CCCC3)cc21	2	nt	-1.9	102	-2	-4	-1	-0.1	2	9
CCCCNC(=O)C1(C)CCC(=O)N1c1cc(C(C)(C)C)nn1C (configuration not stated)	-9	nt	nt	94	0	nt	4	0.3	nt	3
CC(OC(=O)COc1ccccc1Cc1ccccc1)C(=O)N(C)c1ccccc1 (configuration not stated)	4	-2	-1.2	94	-1	2	-3	-0.2	2	-5
COc1ccc(C2(C)CC(=O)NC2=O)cc1 (configuration not stated)	8	-6	-1.8	95	1	22	1	-0.1	4	0
Cn1c(NCc2cccnc2)nc2cc(-c3ccc(F)cc3)sc2c1=O	-25	-18	1.4	95	5	2	-3	-0.1	nt	8
Cc1cccc(CN2CCN(C3CN(C4CCCCC4)S(=O)(=O)C3)CC2)c1 (configuration not stated)	-8	nt	nt	98	-8	nt	-3	0.1	nt	10
CCOc1ccccc1OCC(=O)Nc1ccc(N2CCCCC2)cc1	-7	-4	-0.5	99	-3	-7	-1	-0.3	-10	-9
COc1ccc(F)cc1S(=O)(=O)NCCCn1ccnc1	-4	1	-0.9	98	2	6	1	0.1	-4	-4
CCCn1cc(CN2CCCC(C(=O)c3cccc(OC(C)C)c3)C2)c(C)n1 (configuration not stated)	-13	1	-3.1	95	3	1	-4	1.4	8	-6
Cc1ccc(C(C(=O)NC2CCCCC2)N(Cc2ccco2)C(=O)Cc2c[nH]c3ccccc23)o1 (configuration not stated)	2	-5	3.0	88	2	10	-3	-0.1	5	-4
O=C(Nc1cccc(F)c1)C1CCN(C(=O)N2CCOc3ccccc32)CC1	2	-4	2.1	98	-1	4	1	-0.1	-4	-12
CCn1c(SCC(=O)Nc2ccc(Br)cc2)nc2sc3c(c2c1=O)CCN(C)C3	0	2	-1.7	105	2	-3	2	-0.1	-1	4
O=C(c1ccc2c(c1)OCO2)C1CCCN(Cc2cccc(C(F)(F)F)c2)C1 (configuration not stated)	6	0	-1.2	95	-12	-5	0	-0.1	1	-1
COc1ccc(S(=O)(=O)Nc2ccc(NC(C)=O)cc2)cc1Br	-9	1	-3.9	97	6	3	3	-0.3	15	4
NS(=O)(=O)c1ccc(NC(=S)NCC2CCCO2)cc1 (configuration not stated)	-3	6	-1.7	99	4	1	1	0.1	1	-5
CC(C)CC(C(=O)Nc1ccccc1)N1C(=O)C2C3C=CC(C3)C2C1=O (configuration not stated)	6	7	5.2	92	-4	-2	1	0.3	0	7
CCOC(=O)[C@]12CCC=C1N(Cc1ccco1)C(=O)[C@H](CC(=O)N1CCN(C(=O)c3ccco3)CC1)C2	-10	nt	nt	104	8	nt	nt	-0.2	nt	9
c1cncc(-c2nc(-c3cccs3)cs2)c1	-8	12	-0.9	118	-4	-6	1	0.5	-3	4

These rows are one share of the data; count on the stated rates, not on these rows.
